# mHTT-CaM PPI inh – inhibitors of human mutant huntingtin-calmodulin interaction; P42858; AlphaScreen His-mHTT/GST-CaM binding, luminescence; inhibition, % at 15 µM; actives 3.6% (n = 190,000);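 further: 0% = both proteins with DMSO and 100% = one protein alone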
# Target sequence (P42858 whole entry, looked up, stated change not applied): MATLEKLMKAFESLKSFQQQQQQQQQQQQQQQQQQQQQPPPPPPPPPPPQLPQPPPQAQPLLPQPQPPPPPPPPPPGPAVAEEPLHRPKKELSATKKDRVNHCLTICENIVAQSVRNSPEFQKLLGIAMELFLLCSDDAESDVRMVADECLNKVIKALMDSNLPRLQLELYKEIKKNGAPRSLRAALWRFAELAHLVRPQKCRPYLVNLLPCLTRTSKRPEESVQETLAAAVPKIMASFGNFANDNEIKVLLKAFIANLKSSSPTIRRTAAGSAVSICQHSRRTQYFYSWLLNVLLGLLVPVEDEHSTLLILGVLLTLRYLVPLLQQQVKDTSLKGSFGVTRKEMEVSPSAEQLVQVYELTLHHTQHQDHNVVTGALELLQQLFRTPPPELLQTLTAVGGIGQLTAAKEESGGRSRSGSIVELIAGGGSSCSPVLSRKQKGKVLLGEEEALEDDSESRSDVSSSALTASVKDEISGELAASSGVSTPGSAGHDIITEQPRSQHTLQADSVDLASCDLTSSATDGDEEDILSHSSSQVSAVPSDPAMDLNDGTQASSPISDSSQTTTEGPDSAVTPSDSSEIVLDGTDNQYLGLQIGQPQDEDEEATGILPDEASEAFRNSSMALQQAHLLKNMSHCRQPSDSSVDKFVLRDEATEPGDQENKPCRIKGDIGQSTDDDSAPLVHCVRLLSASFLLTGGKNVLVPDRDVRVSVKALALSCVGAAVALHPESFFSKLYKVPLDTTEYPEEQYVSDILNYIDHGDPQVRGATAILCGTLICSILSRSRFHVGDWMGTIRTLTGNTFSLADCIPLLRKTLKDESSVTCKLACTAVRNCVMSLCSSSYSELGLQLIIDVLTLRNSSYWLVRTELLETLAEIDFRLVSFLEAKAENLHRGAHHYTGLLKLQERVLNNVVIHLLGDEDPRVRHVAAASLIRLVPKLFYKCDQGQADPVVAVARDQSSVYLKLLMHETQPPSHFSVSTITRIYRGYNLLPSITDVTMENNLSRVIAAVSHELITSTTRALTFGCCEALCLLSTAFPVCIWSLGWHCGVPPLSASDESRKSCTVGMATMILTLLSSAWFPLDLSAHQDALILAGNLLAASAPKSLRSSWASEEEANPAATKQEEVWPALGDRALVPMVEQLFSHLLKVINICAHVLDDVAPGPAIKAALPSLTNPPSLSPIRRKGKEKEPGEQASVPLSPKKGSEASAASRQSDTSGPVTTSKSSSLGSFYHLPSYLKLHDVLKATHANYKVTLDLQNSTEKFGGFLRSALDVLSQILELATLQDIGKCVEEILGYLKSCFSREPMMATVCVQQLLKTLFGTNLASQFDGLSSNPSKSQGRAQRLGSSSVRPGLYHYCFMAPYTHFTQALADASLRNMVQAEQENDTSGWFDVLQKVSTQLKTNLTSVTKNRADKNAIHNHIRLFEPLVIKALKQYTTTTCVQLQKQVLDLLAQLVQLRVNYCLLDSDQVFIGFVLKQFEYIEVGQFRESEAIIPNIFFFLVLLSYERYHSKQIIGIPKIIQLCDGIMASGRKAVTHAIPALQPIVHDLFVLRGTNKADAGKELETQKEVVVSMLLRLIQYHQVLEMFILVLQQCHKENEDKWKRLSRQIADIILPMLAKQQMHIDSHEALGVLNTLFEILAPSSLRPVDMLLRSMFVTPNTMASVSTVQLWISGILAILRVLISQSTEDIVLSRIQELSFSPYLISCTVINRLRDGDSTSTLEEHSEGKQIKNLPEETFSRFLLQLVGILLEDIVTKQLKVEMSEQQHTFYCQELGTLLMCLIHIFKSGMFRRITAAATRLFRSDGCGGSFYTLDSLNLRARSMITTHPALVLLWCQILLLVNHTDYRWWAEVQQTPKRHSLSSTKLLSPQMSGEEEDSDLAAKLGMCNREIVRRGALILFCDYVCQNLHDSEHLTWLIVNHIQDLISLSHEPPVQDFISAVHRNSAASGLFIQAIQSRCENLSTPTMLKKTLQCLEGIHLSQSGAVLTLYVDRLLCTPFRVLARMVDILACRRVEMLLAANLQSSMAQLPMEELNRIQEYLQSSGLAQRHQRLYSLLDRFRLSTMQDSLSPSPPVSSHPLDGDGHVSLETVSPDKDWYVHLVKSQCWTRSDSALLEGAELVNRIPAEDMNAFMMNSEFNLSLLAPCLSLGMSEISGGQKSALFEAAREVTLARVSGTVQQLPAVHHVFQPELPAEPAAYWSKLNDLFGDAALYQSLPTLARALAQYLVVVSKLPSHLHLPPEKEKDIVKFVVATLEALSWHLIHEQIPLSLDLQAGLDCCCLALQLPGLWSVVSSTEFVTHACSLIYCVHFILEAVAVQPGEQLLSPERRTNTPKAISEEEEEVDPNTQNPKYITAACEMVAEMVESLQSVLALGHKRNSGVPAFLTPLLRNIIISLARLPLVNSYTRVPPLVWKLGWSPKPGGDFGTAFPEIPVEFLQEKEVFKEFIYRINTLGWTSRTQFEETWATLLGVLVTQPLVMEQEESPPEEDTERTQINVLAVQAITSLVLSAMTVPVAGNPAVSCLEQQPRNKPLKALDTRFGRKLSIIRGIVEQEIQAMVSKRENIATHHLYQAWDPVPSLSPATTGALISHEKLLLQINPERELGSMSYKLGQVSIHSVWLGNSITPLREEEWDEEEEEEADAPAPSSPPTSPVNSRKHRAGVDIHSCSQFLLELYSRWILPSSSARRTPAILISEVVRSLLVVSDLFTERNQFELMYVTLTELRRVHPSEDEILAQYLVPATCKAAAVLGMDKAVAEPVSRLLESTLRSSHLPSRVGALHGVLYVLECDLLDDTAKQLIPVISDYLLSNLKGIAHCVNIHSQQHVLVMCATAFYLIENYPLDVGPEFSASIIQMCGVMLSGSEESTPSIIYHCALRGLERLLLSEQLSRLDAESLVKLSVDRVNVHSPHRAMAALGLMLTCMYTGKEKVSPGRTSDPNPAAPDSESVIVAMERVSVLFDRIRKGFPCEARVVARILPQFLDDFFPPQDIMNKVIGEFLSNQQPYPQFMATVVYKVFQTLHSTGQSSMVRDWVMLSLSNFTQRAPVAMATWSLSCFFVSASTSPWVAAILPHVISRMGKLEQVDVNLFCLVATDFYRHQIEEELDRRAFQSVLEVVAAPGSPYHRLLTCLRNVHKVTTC
# Pf apPOL inh – Pf-apPOL DNA polymerase inhibition; actives 0.25% (n = 210,000); inhibition, % at 10 µM; Recombinant Pf-apPOL, molecular beacon fluorescence, 1.5 h
# Starred values were filed as active, the others as inactive; · = no result given; & = joins results of further samples. No stated cut-off is given here; in the data, active means inhibition above about 50%; inactive means the rest.
SMILES,mHTT-CaM PPI inh,Pf apPOL inh
CCOC(=O)[C@]12Cc3c(cc(OC)c(OC)c3OC)[C@H]1N(Cc1ccccc1)C(=O)c1cc(OC)ccc12,14,-6
CC(=O)CSc1nnc2sc3ccccc3n12,·,-15
CCNc1cc(C)nc(N2CCN(C(=O)c3ccccc3Cl)CC2)n1,-5,-3
CN1C(=O)C(C)(C(=O)Nc2cccc(Cl)c2)Oc2cccnc21 (configuration not stated),-14,-1
COc1ccc(C2C(C#N)=C(N)N(c3ccccc3C#N)C3=C2C(=O)CC(C)(C)C3)cc1O (configuration not stated),5,1
COc1ccccc1-c1nc2cc(C)ccn2c1NC(=O)C(Cl)Cl,1,0
COc1cccc(C=NCCNC(=O)c2nonc2N)c1O,8,-7
COc1ccc(-c2c(C)c3ccc(OC(C)=O)cc3oc2=O)cc1,-3,-4
COc1ccc(Nc2nc(-c3ccc(F)cc3F)cs2)cc1,4,-2
COc1ccc(OC)c(/C=c2\sc3nc(-c4ccc(Br)cc4)nn3c2=O)c1,-2,7
O=C(CCCOc1ccc(Cl)cc1)Nc1ccc2c(c1)OCCO2,-1,-9
CC12CC(=O)C3=C(CCCC3=O)N1CCc1ccccc12 (configuration not stated),·,-9
O=[N+]([O-])c1ccc(-c2nc3ccc([N+](=O)[O-])cc3o2)cc1,7,-29
CC(=O)Nc1ccc(-n2cccc2)cc1,12,-35
CC(C)n1cc2cc(C(=O)NCCN3CCCC3)sc2c1,27,1
CCOc1ccc(CNC(=O)c2ccc3c(c2)nc2n3CCCCC2)cc1OC,14,-8
Cc1cc(NS(=O)(=O)c2ccc(C(F)(F)F)cc2Cl)no1,·,-6
COc1ccc(OC)c(N=c2oc3c(C)ncc(CO)c3cc2C(=O)Nc2cccc(C)c2)c1,5,1
CC(=O)NC1C(OCc2ccccc2)OC2COC(C)(C)OC2C1O (configuration not stated),-2&-7,-8&-11
COc1cc(NC(=O)c2noc3c2CC(C)CC3)c(OC)cc1Cl (configuration not stated),-7,-3
CC1CCCCN1Cc1c(F)cccc1F (configuration not stated),-5,-1
COc1ccc(S(=O)(=O)N2CCc3ccccc3C2)cc1,-8,0
Cn1c(=O)c2c(nc(N3CCOCC3)n2CCNC2=NCCC2)n(C)c1=O,1,-1
O=C1C2C(c3cccc(/C=C/c4ccccc4)c3)CC=CC2C(c2ccc3ccccc3c2)N1Cc1ccccc1 (configuration not stated),-6,-5
Cc1ccc([N+](=O)[O-])cc1NC(=O)C1(c2ccccc2)CCOCC1,-2,-16
O=C(NCCSc1c[nH]c2ccccc12)c1c(F)cccc1Cl,0,-3
O=C(NCc1ccc(F)cc1Cl)C1CCCN(c2nc3ccccc3o2)C1 (configuration not stated),1,-10
O=C(Nc1cccc(NC(=O)c2ccccc2I)c1)c1cccs1,5,-3
O=[N+]([O-])c1ccc(-c2ccc(C=NNC(=S)NCC3CCCO3)o2)cc1 (configuration not stated),·,-17
O=C1C(=Cc2ccccc2)Cc2ccccc21,·,-12&-8
Cc1ccccc1N1C(=O)c2ccccc2NC1c1ccc2c(c1)OCO2 (configuration not stated),9,-2
NC(=O)c1ccc(N=c2oc3ccccc3cc2C(=O)Nc2ccccc2)cc1,-4,2
Cc1ccc(-c2nc(C(=O)NC3CCCC3)cs2)n1C,42,0
O=C(NCc1ccc(F)cc1Cl)c1cc2c(s1)CCN(C(=O)c1ccccc1)C2,-8,-6
Cc1c(C(=O)O)cccc1-c1ccc(/C=C/[N+](=O)[O-])o1,3&-8,-12&2
COc1cccc(N2CC(=O)N(NC(=O)NC3CCCCC3)CC2=O)c1,·,4
CC1CCn2c(nc3cc(C(=O)N4CCN(c5ccccc5)CC4)ccc32)C1 (configuration not stated),2,-13
Cc1cccc(C2=NC3(CCN(CC(=O)Nc4ccccc4C)CC3)NC2=O)c1,46,-2
CNC(=O)c1ccc(OC)c(S(=O)(=O)N2CCC(C)CC2)c1,-1,-75
CC(C)(C)C(=O)Oc1ccc(C(=O)Nc2ccccc2)cc1,-8,-12
COc1ccc(C)cc1NC(=O)CN1CCC(c2nc(-c3cccc(F)c3)no2)CC1,-7,-1
Cc1cccc(S(=O)(=O)N2CC3CN(C(=O)c4ccco4)CC(C2)O3)c1,-1,-5
C=CCN1Cc2ccc(C(=O)O)cc2C1,0,11
Cc1ccc(NC(=O)C2(S(=O)(=O)c3ccc(Cl)cc3)CC2)cc1,-10,5
COCC(C)NC(=O)c1cccc([N+](=O)[O-])c1 (configuration not stated),0,2
O=S(=O)(NC(=S)Nc1ccc(Cl)c(Cl)c1)c1ccccc1,·,11&3
COc1ccccc1NC(=O)C1=C(C)NC(=O)NC1c1ccsc1 (configuration not stated),2,-2
O=C(NC1CCCCCC1)c1c[nH]c2ccc(S(=O)(=O)N3CCc4ccccc43)cc2c1=O,49,-6
Cc1nn2c(CNC(=O)c3ccc(C(F)(F)F)cc3)c(C)nc2s1,-8,-2
CC1(C)CN(CCc2ccccc2)C(=O)[C@H]1CC(=O)Nc1ccccc1,21,-2
CCC(Sc1nc2n[nH]c(C)c2c(=N)n1-c1ccc(Cl)c(C)c1)C(=O)NCCOC (configuration not stated),52*,-5
COc1ccc(CNC(=O)C2CCN(c3nccc(C)n3)CC2)cc1,-2,1
CCCCC[C@H](C)N1C[C@@H](COCc2ccccc2)Oc2cc(N3CC[C@H](O)C3)ccc2S1(=O)=O,88*,-8
Cc1ccc(C(=O)N2CCc3sc(C(=O)NCc4ccc(F)cc4)cc3C2)cc1,3,-5
Cc1onc(-c2c(Cl)cccc2Cl)c1C(=O)N1CCN(c2ccccc2F)CC1,17,0
COc1cccc(NC(=O)N2CCN(C3c4ccccc4-c4ccccc43)CC2)c1,·,-17
CC(=O)Oc1ccc2c(c1)OC(=Cc1ccccc1F)C2=O,-1,-6
CCOc1ccc(Sc2cc(C(=O)NCCN3CCOCC3)c3ccccc3n2)cc1,19,-20
COc1cc(NS(=O)(=O)c2ccc(NC(=O)c3cc(OC)c(OC)c(OC)c3)cc2)ncn1,3,3
O=C(CCSCc1ccccc1Cl)NCc1cccnc1,-3,-13
# Further structures.
SMILES,mHTT-CaM PPI inh,Pf apPOL inh
CN(c1ccc(C(=O)N2CCN(c3ccccc3F)CC2)cc1)S(=O)(=O)c1ccccc1,9,-9
Cc1c(OCC(=O)O)ccc2c3c(c(=O)oc12)CCCC3,1,1
COc1cccc(OC)c1C(=O)N1CCCC1c1ccc(F)cc1 (configuration not stated),4,-4
COc1ccc(Cl)cc1C1=N/C(=C/c2coc3ccccc3c2=O)C(=O)O1,-6,18
CC1(C)CC(=O)C2=C(C1)NC1=C(C(=O)c3ccccc31)C2c1ccc(O)cc1 (configuration not stated),50,-4
CCOc1ccc(-n2nc(C(=O)Nc3cc(Cl)c(OC)cc3OC)c3ccccc3c2=O)cc1,-2,0
Cn1c2ccccc2c2nnc(SCC(=O)Nc3ccc(Cl)cc3)nc21,4,-1
Cc1cc(SCC(=O)c2ccc3c(c2)OCO3)nc(C(C)C)n1,-28,-2
Cc1ccc(OCC(O)CN2CCN(c3ccccc3F)CC2)cc1C (configuration not stated),-7,-4
COc1cc(C(=O)NCCC(=O)NC2CCCC(C)C2C)cc(OC)c1OC (configuration not stated),-1,-4
CCCOc1nccnc1NC1CCN(C(=O)c2ccnn2CC)CC1,5,0
CN(N=Cc1cc(Cl)cc(Cl)c1O)c1c(Cl)cccc1[N+](=O)[O-],·,-13
O=C(O)CC(C(=O)O)c1ccc([N+](=O)[O-])cc1 (configuration not stated),-3,-3
O=C1CC(N2CCN(CCOCCO)CC2)C(=O)N1c1ccc(N=Nc2ccccc2)cc1 (configuration not stated),18,-7
COc1ccc(NC(=O)c2cc(C)no2)c2ccccc12,-10,-5
O=C1OC(c2ccc(I)cc2)=N/C1=C\c1ccc(Br)o1,5,2
COC(=O)c1ccc(COc2ccc3c(c2)OC(=Cc2ccc(OC)c(OC)c2OC)C3=O)cc1,0,-13
O=[N+]([O-])c1ccccc1CN1CCN(CC2CC=CCC2)CC1 (configuration not stated),1,-7
CSc1ccc(C2C3=C(CC(C)(C)CC3=O)Nc3nnnn32)cc1 (configuration not stated),-2,-9
COCCNC(=O)N1CCn2cccc2C1C (configuration not stated),4,6
CCCC(=O)N1c2ccccc2-c2nnc(SC)nc2OC1c1cccc(C)n1 (configuration not stated),1,-70
CCC(=O)Nc1ncc2c(n1)CC(c1cccc(Cl)c1)CC2=O (configuration not stated),-4,7
CN(C)CCn1cnc2c(=O)oc3ccccc3c21,2,-9
CCn1c(CCC(=O)NCc2ccc(C)cc2)nc2ccccc2c1=O,6,2
O=C(Nc1cccc(Cl)c1)C1CCN(S(=O)(=O)c2ccc(Br)s2)CC1,-28,-5
O=C(NCC1CCCO1)c1cccc(NC(=O)c2ccc(Br)cc2)c1 (configuration not stated),0,-17
CC(=O)N1CCN(C(=O)c2cccnc2N2CCNC(c3ccccc3)C2)CC1 (configuration not stated),0,1
CCCNC(=O)NC(=O)c1c(Cl)nc(C)c(Cl)c1C,1,1
O=[N+]([O-])c1ccc(NCc2ccc(-c3cccs3)s2)nc1,·,-5
O=[N+]([O-])c1cc(Br)c2nsnc2c1Sc1ncnc2nc[nH]c12,13&15,-4&1
O=C(NC(Nc1cccc([N+](=O)[O-])c1)C(Cl)(Cl)Cl)c1ccc(Br)cc1 (configuration not stated),76*,-1
Cc1nc(-c2ccc(F)cc2)sc1C(=O)N(C)C,-5,-6
Cc1noc(C2CN(C(=O)c3ccccc3)CC23CCN(C)CC3)n1 (configuration not stated),-1,-10
COc1ccc(CCNC(=O)NC2CCCC(O)C2)cc1 (configuration not stated),-4,-2
O=C(NCc1ccc(N2CCOCC2)nc1)c1ccc(F)c(Cl)c1,-4,0
O=C(NCCc1ccccc1)c1ccc2c(c1)NC(=O)C(N1CCOCC1)S2 (configuration not stated),-3,-12
Cc1ccc(CN2CCN(C(=O)C3CCc4nc(N5CCCC5)ncc4C3)CC2)cc1C (configuration not stated),27,0
O=S(=O)(c1cccc2cccnc12)N1CCc2ccccc2C1,-15,-4&8
CC(=O)c1ccc(C(=O)NCCOc2ccccc2)cc1,1,4
Cc1ccc(CCN2CC(C(=O)NCCCOC(C)C)CC2=O)cc1 (configuration not stated),-4,-2

# Whole records from above. Screens in order: mHTT-CaM PPI inh | Pf apPOL inh
# `CCC(=O)Nc1ncc2c(n1)CC(c1cccc(Cl)c1)CC2=O` (configuration not stated) across the screens: -4 | 7
# `Cc1nc(-c2ccc(F)cc2)sc1C(=O)N(C)C` across the screens: -5 | -6

# The results go on:
SMILES,mHTT-CaM PPI inh,Pf apPOL inh
Cc1cc(NC(=O)c2ccc(Br)cc2)nc2c1c(=O)oc1ccccc12,-5,2
CCOCC(=O)N1CCC(Cn2ccnc2)CC1,-12,-4
COc1ccccc1CNc1ccc(-c2nc(-c3ccc(F)cc3)no2)cn1,-5,-1
COc1ccccc1N1CCN(C(=O)c2ccc(F)cc2)CC1,-3,-9
CN(C)S(=O)(=O)N1CCCC2(C1)Nc1ccccc1NC2=NCc1ccccc1 (configuration not stated),54*,-3
COc1ccc(-c2noc(-c3ccc(OC)c([N+](=O)[O-])c3)n2)cc1OC,2,-10
CCC(=O)N1CCN(c2nc3c(s2)CC(C(=O)NCCc2ccccn2)CC3)CC1 (configuration not stated),4,4
O=C(Cc1cccs1)N1CCCC(c2nncn2-c2ccccc2)C1 (configuration not stated),-4,13
Cc1ccccc1C(=O)N(Cc1ccc(Br)cc1)c1ccc(F)cc1,·,3&-1
CCOC(=O)C(C)Oc1ccc2c(=O)c(-c3ccc(Br)cc3)c(C)oc2c1 (configuration not stated),-25,-4
O=[N+]([O-])c1ccc(N2CCN(Cc3ccoc3)CC2)cc1,14,-3
Cc1ccc2ncc(C#N)c(N3CCC(C(=O)N4CCCCC4)CC3)c2c1,-2,-3
CN1CCN(C(=O)C23CC4CCC2(C)C4(C)CO3)CC1 (configuration not stated),0&-4,-6&-4
CCOc1ccccc1NC(=O)c1cn(-c2ccc(OC)cc2)c(=O)c2ccccc12,23,-5
Cc1ccc(F)cc1S(=O)(=O)N1CCC2(C1)C(=O)N(C)c1ccccc12 (configuration not stated),2,-3
Cc1cc(C(=O)NCC(C)C)c2cc(Cl)ccc2n1,1,-3
COc1ccc(C=C2Oc3c(ccc(O)c3CN3CCCCC3)C2=O)cc1OC,7,-11
O=C(NC1CC2CC1CN2C(=O)Nc1ccc2c(c1)OCO2)c1cccs1 (configuration not stated),-4,0

# By substructure, the compounds so far containing a nitro group on carbon
SMILES,mHTT-CaM PPI inh,Pf apPOL inh
O=[N+]([O-])c1ccc(-c2nc3ccc([N+](=O)[O-])cc3o2)cc1,7,-29
Cc1ccc([N+](=O)[O-])cc1NC(=O)C1(c2ccccc2)CCOCC1,-2,-16
O=[N+]([O-])c1ccc(-c2ccc(C=NNC(=S)NCC3CCCO3)o2)cc1 (configuration not stated),·,-17
Cc1c(C(=O)O)cccc1-c1ccc(/C=C/[N+](=O)[O-])o1,3&-8,-12&2
COCC(C)NC(=O)c1cccc([N+](=O)[O-])c1 (configuration not stated),0,2
CN(N=Cc1cc(Cl)cc(Cl)c1O)c1c(Cl)cccc1[N+](=O)[O-],·,-13
O=C(O)CC(C(=O)O)c1ccc([N+](=O)[O-])cc1 (configuration not stated),-3,-3
O=[N+]([O-])c1ccccc1CN1CCN(CC2CC=CCC2)CC1 (configuration not stated),1,-7
O=[N+]([O-])c1ccc(NCc2ccc(-c3cccs3)s2)nc1,·,-5
O=[N+]([O-])c1cc(Br)c2nsnc2c1Sc1ncnc2nc[nH]c12,13&15,-4&1
O=C(NC(Nc1cccc([N+](=O)[O-])c1)C(Cl)(Cl)Cl)c1ccc(Br)cc1 (configuration not stated),76*,-1
COc1ccc(-c2noc(-c3ccc(OC)c([N+](=O)[O-])c3)n2)cc1OC,2,-10
O=[N+]([O-])c1ccc(N2CCN(Cc3ccoc3)CC2)cc1,14,-3
